OX1R antag-1 = OX1R (HCRTR1) antagonists, primary screen, fluorescence, CHO/OX1R cells, Fluo-8 calcium, orexin A; AID 434989, 2010; 330,000 tested, 0.43% active; Fluo-8 calcium fluorescence; inhibition, % at 5 µM; Orexin/Hypocretin receptor type 1 (Homo sapiens), O43613;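 active means inhibition above its plate's threshold, mean inhibition of all tested compounds on the plate plus 3 SD, cut at about 37% in these data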;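 further: 0% = orexin A challenge wells and 100% = SB-334867-A antagonist wells; not every result past the cut was called active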
Target sequence (O43613 whole entry, looked up): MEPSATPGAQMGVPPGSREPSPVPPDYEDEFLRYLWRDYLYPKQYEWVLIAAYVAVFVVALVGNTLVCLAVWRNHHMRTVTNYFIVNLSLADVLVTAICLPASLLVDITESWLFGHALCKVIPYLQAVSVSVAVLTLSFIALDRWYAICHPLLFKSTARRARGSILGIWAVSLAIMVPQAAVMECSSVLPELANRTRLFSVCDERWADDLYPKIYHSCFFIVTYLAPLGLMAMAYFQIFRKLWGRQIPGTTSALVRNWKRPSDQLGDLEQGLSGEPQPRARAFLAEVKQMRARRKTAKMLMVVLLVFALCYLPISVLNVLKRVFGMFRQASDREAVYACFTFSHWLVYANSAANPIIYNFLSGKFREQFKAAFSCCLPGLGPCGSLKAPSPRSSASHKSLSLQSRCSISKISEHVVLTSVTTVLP
OX1R antag-2 = antagonists of human orexin 1 receptor (OX1R) | AID 485270, 2010 | Orexin/Hypocretin receptor type 1 (Homo sapiens), O43613 | 330,000 tested, 1.8% active | inhibition, % at 6.6 µM | OX1R-expressing cells, FRET antagonist read-out; in the data active means inhibition mostly above about 38%, no sharp cut-off; inactive means mostly below about 40%;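 further: 0% = agonist challenge alone and 100% = reference antagonist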
Numbers without * were called inactive. Random draw from the library; about 2% have a hit in one of these screens.

Value order: OX1R antag-1	OX1R antag-2
Cc1nc2scc(C)n2c(=O)c1S(=O)(=O)Nc1ccc(N2CCN(C(=O)C(C)C)CC2)cc1
    -22	20
COc1cc2cc(C(c3nnnn3Cc3ccc(F)cc3)N3CCCCCC3)c(=O)[nH]c2cc1OC (configuration not stated)
    -19	12
Cc1[nH][nH]c(=O)c1C(c1ccc(-c2cccc(C(=O)O)c2)o1)c1c(C)[nH][nH]c1=O
    -8	41
Cn1c(=O)c2[nH]c(-c3ccccc3)c(O)c2n(C)c1=O
    3	22
CCOC(=O)N1CCC(NC(=O)CSCc2nc(-c3ccc(OCC)cc3)oc2C)CC1
    -21	19
Cc1ccccc1CNC(=O)C1CCCN(c2cnccn2)C1 (configuration not stated)
    -14	16
COc1ccc(/C=N\NC(=O)C2=NNC(=O)C2C)cc1 (configuration not stated)
    -12	29
COc1cc(N=Cc2c(O)[nH]c3ccccc23)cc(OC)c1OC
    -34	9
COc1ccc(-c2nnc3ccc(SCC(=O)N4CCOCC4)nn23)cc1
    3	16
Cc1c(C(=O)N2CCCCC2)c(S(=O)(=O)N(C)Cc2ccccc2)c(C)n1C
    -30	8
O=S(=O)(Nc1cc(Cl)ccc1-n1cncn1)c1ccccc1Cl
    -5	10
O=C(CN(C(=O)c1csnn1)c1cccc(Cl)c1)NCCc1ccccc1
    -25	7
C=CCNC(=O)COc1ccc(Oc2ccccc2)cc1
    -11	2
Cc1cc(-c2nnc(SCC(=O)c3ccc4c(c3)OCCO4)o2)no1
    -11	13
Cc1nnsc1C(=O)Nc1ccc(S(=O)(=O)N2CCCCC2C)cc1 (configuration not stated)
    5	-3
CCCCCCSc1ccc([C@H]2N[C@@](CC(C)C)(C(=O)OC)[C@H]3C(=O)N(C)C(=O)[C@@H]23)cc1OC
    -40	2
O=S(=O)(Cc1ccccc1)Nc1ccc(Br)cn1
    2	19
COc1ccc(/C=N/NC(=O)CN(C2=NS(=O)(=O)c3ccccc32)c2ccccc2)cc1OC
    3	2
COCCNC(=O)c1ccccc1NC(=O)c1ccccc1N(C)S(=O)(=O)c1ccc(C)cc1
    0	67
N#C/C(=C/c1ccc(Oc2ccc([N+](=O)[O-])cn2)cc1)C(=O)N1CCOCC1
    -9	32
CN(C)CCCN(C(=O)c1ccco1)c1nc(-c2ccc(Cl)cc2)cs1
    -20	-2
COCCNC(=O)Cn1nc(C(F)(F)F)c(Br)c1C
    7	12
Cc1c(C)n(CCN(C)C)c2ncnc(NCc3ccccc3)c12
    -14	10
Cn1c(=O)c2c(nc(CN3CCOCC3)n2CCN2CCOCC2)n(C)c1=O
    -9	8
CC1CCC(NC(=O)CN2CCN(S(=O)(=O)c3cccs3)CC2)CC1 (configuration not stated)
    -7	-2
O=C(Nc1ccnn1C1CCN(Cc2ccc(C#CCCO)cc2)CC1)c1cccc(F)c1
    -18	16
O=C(O)c1cc([N+](=O)[O-])ccc1NCc1cccnc1
    0	29
O=C(c1cccc(S(=O)(=O)N2CCOCC2)c1)N(Cc1ccc(F)cc1)Cc1ccco1
    -14	11
COc1cc(CCC(=O)OCC(=O)NC(=O)c2ccc(Cl)cc2)cc(OC)c1OC
    -16	9
Cc1ccc(/C=N/NC(=O)c2cccc(S(=O)(=O)Nc3ccccc3Cl)c2)s1
    -14	31
Cc1nc2ccccc2nc1OCC(=O)Nc1ccc2ccccc2c1
    -16	14
CCC(C)NC(=O)[C@H](CSCc1ccccc1)N1Cc2ccccc2C1=O (some centres not stated)
    -39	14
Cc1ccc(N2C(=O)CSC2c2ccccn2)cc1Cl (configuration not stated)
    -14	6
CC12CCC(c3nnc(SCc4ccc(Cl)cc4)nc31)C2(C)C (configuration not stated)
    -39	14
Cc1ccc(NC(=S)N(CCCN2CCN(C)CC2)Cc2cccs2)cc1C
    -19	23
O=C(OCn1nnc2ccccc2c1=O)c1ccc2c(=O)n3c(nc2c1)CCC3
    -30	7
O=C(NCC1CCCO1)[C@@H]1CSC2c3ccccc3C(=O)N21 (some centres not stated)
    -14	10
C=CCn1c(O)c(CN2CCOCC2)c(C)c(C#N)c1=O
    -13	9
COc1ccc(C2c3ccc(O)cc3Oc3ncn(Cc4ccco4)c(=N)c32)cc1 (configuration not stated)
    -9	27
CN1CCN(C(=O)C2=C[C@H](c3coc4ccccc4c3=O)C[C@H](OCCCCO)O2)CC1
    -3	4
COC(=O)/C=C(\C)N=Nc1c(O)[nH]c2ccccc12
    -15	38
CCOC(=O)N1CCN(C(=O)CSc2nnc(C3COc4ccccc4O3)o2)CC1 (configuration not stated)
    -24	12
COc1ccc(OC)c(NC(=O)CCCc2ccccc2)c1
    -6	5
O=C1c2oc3ccccc3c(=O)c2C(c2cccc(O)c2)N1c1ccccn1 (configuration not stated)
    -9	5
O=C(NC(=S)Nc1ccc(Br)cc1)C1CCC1
    1	23
CC(CC(=O)N1CCc2ccccc21)S(=O)(=O)c1ccc2c(c1)NC(=O)CO2 (configuration not stated)
    -25	-1
O=C(Nc1ccc(OC(F)(F)C(F)F)c(NC(=O)c2ccc(F)cc2)c1)c1ccc(F)cc1
    28	65*
COc1cccc(-n2nc(C(=O)Nc3ccc4c(c3)OCO4)c3ccccc3c2=O)c1
    -14	18
COc1cc2nc(N(C)C)nc(N)c2cc1OC
    3	7
S=c1[nH]nc(CSc2nc3ccccc3s2)n1C1CCCCC1
    -35	23
CC1=NN(/C(=N\c2nnc(C)s2)Nc2ccc(C(C)(C)C)cc2)[C@H](c2ccc(C)cc2)S1
    -22	1
CS(=O)(=O)N1CCN(C(=O)CCC2CCCC2)CC1
    -17	24
O=C(O)c1cccc(CSc2n[nH]c(-c3ccc(Cl)cc3Cl)n2)c1
    -8	25
CC(=O)Cn1nnc2sc(-c3ccccc3)cc2c1=O
    -9	20
Cc1ccccc1N1CCN(C(=O)CCN2C(=O)c3ccccc3C2=O)CC1
    -43	12
CCCCn1c(N)c(N(CCC(C)C)C(=O)c2ccc(C)o2)c(=O)[nH]c1=O
    -19	11
CCC(CC)NC(=O)c1ccc2nc[nH]c2c1
    -6	25
O=C(Nc1ccccc1-c1nnc(SCc2ccc(Cl)cc2)o1)c1ccccc1
    -14	10
C=CCOC(=O)C1=C(C)NC(=O)NC1/C=C/c1ccccc1OC (configuration not stated)
    -19	17
CC(C)NC(=O)NC(=O)CSc1nnc(-c2c[nH]c3ccccc23)o1
    9	58

Ordered by value in OX1R antag-2 (low to high): some entries from above
Value order: OX1R antag-1	OX1R antag-2
CC1=NN(/C(=N\c2nnc(C)s2)Nc2ccc(C(C)(C)C)cc2)[C@H](c2ccc(C)cc2)S1
    -22	1
COc1ccc(OC)c(NC(=O)CCCc2ccccc2)c1
    -6	5
COc1cc2nc(N(C)C)nc(N)c2cc1OC
    3	7
COc1cccc(-n2nc(C(=O)Nc3ccc4c(c3)OCO4)c3ccccc3c2=O)c1
    -14	18
S=c1[nH]nc(CSc2nc3ccccc3s2)n1C1CCCCC1
    -35	23
CC(C)NC(=O)NC(=O)CSc1nnc(-c2c[nH]c3ccccc23)o1
    9	58

Ordered by molar mass (rising): part of the list above.
Value order: OX1R antag-1	OX1R antag-2
CS(=O)(=O)N1CCN(C(=O)CCC2CCCC2)CC1
    -17	24
COc1ccc(OC)c(NC(=O)CCCc2ccccc2)c1
    -6	5
COc1cccc(-n2nc(C(=O)Nc3ccc4c(c3)OCO4)c3ccccc3c2=O)c1
    -14	18
CCCCCCSc1ccc([C@H]2N[C@@](CC(C)C)(C(=O)OC)[C@H]3C(=O)N(C)C(=O)[C@@H]23)cc1OC
    -40	2

Other records:
Value order: OX1R antag-1	OX1R antag-2
C=CCn1c(-c2cc3c(s2)CCC(CC)C3)n[nH]c1=S (configuration not stated)
    -6	8
CN(Cc1ccccc1)C(=O)COC(=O)C1CCN(S(=O)(=O)c2ccc3c(c2)OCCO3)CC1
    -11	4
O=C(NCc1cc(F)cc(C(F)(F)F)c1)C1CCC(=O)N(C2CCCC2)C1 (configuration not stated)
    -22	1
CC(C(=O)N1CCCc2ccccc21)N1CCN(S(=O)(=O)c2ccccc2F)CC1 (configuration not stated)
    -12	13
N#Cc1c(SCC(=O)Nc2nncs2)sc2c(O)cc(=O)[nH]c12
    -2	20
CCSc1nc2c(sc3ccccc32)c(=O)n1C(C)C
    -31	7
O=C(O)CCC(=O)c1ccc2c(c1)CCCC2
    -29	6
O=C(NCCC1=CCCCC1)c1cccc(S(=O)(=O)N2CCCCC2)c1
    -35	23
Cc1ccc(CN2C(=O)CSC2c2cccnc2)cc1 (configuration not stated)
    -21	2
FC(F)(F)c1ccc(C2NCCc3sccc32)cc1 (configuration not stated)
    -26	30
O=[N+]([O-])c1cc(C(F)(F)F)ccc1N1CCN(S(=O)(=O)c2ccc3ccccc3c2)CC1
    -4	20
Cc1cnc(C)c(N2CCN(C(=O)C3CCC(=O)N(CCc4cccc(F)c4)C3)CC2)n1 (configuration not stated)
    -26	6
CCC(C)Sc1cccc(-c2nc3cc(C)ccn3c2NC2CCCCC2)c1 (configuration not stated)
    39	20
N#CCC(=O)Nc1ccc(C(=O)OCC(=O)Nc2ccc3ccccc3c2)cc1
    7	12
CC(=O)c1ccc(OC(C)C(=O)Nc2cccc(S(=O)(=O)NCc3ccco3)c2)cc1 (configuration not stated)
    -2	9
NC(=O)CSc1cn(Cc2ccc(F)cc2)c2ccccc12
    -22	0
C=CCc1cccc(/C=N/NC(=O)c2ccccc2OC)c1O
    -26	26
CS(=O)(=O)N(CC(=O)NC1CC2CCC1C2)c1ccc(Oc2ccccc2)cc1 (configuration not stated)
    -10	13
COC(=O)c1ccccc1NC(=O)c1ccc(COc2ccc3c(c2)CCC3)cc1
    -17	19
CC(=O)c1cccc(NC(=O)COc2cc(C)on2)c1
    -13	2
C=C(C)Cn1c(SCC(=O)N/N=C/c2cccc(O)c2)nc2ccccc2c1=O
    -32	37
COc1ccc(NC(=O)CCc2nnc3ccc(N4CCC(C)CC4)nn23)cc1
    -46	17
O=C(NCCCc1ccncc1)C1CCC(=O)N(Cc2cccc(F)c2)C1 (configuration not stated)
    -17	7
O=C(CCS(=O)(=O)c1ccc(Cl)cc1)N1CCN(S(=O)(=O)c2cccs2)CC1
    -22	7
C=CCOc1c(Br)cc(/C=N/n2c(CC)n[nH]c2=S)cc1Br
    -17	-4
CCOC(=O)C1CCCN(C(=O)c2cc(Nc3ccc(OC)cc3)nc3ccccc23)C1 (configuration not stated)
    -31	18
COc1ccc(C(C)=O)cc1COC(=O)[C@H](Cc1ccccc1)NC(=O)c1ccco1
    -20	17
O=C(Nc1nc(-c2ccccn2)cs1)c1cc(S(=O)(=O)N2CCOCC2)ccc1F
    -2	6
C=CCOc1ccc(/C=C\c2nc(O)c([N+](=O)[O-])c(=O)[nH]2)cc1OCC
    0	3

Marked active in OX1R antag-2 (from the list above):
Value order: OX1R antag-1	OX1R antag-2
O=C(Nc1ccc(OC(F)(F)C(F)F)c(NC(=O)c2ccc(F)cc2)c1)c1ccc(F)cc1
    28	65*

Fetched by compound from the entries so far, 6 records:
Value order: OX1R antag-1	OX1R antag-2
O=C(NCCCc1ccncc1)C1CCC(=O)N(Cc2cccc(F)c2)C1 (configuration not stated)
    -17	7
C=C(C)Cn1c(SCC(=O)N/N=C/c2cccc(O)c2)nc2ccccc2c1=O
    -32	37
COc1ccc(C(C)=O)cc1COC(=O)[C@H](Cc1ccccc1)NC(=O)c1ccco1
    -20	17
CCOC(=O)C1CCCN(C(=O)c2cc(Nc3ccc(OC)cc3)nc3ccccc23)C1 (configuration not stated)
    -31	18
C=CCOc1c(Br)cc(/C=N/n2c(CC)n[nH]c2=S)cc1Br
    -17	-4
O=C(CCS(=O)(=O)c1ccc(Cl)cc1)N1CCN(S(=O)(=O)c2cccs2)CC1
    -22	7
